Screening data (PubChem)
D1 PAM = Potentiators of Human D1 Dopamine Receptor: qHTS | D(1A) dopamine receptor (Homo sapiens), P21728 | HEK293 TREx D1 cells, calcium flux, dopamine EC20 potentiation | potentiation, % at 10 µM | hit rate 0.036% among 360,000; in the data active = potentiation above about 30%; note: 0% is about no effect
Vif-A3G inh = qHTS for Inhibitors of Vif-A3G Interactions: qHTS; hit rate 0.076% among 410,000; Potency, µM (top dose mostly 46.1 µM), inactives show at the top dose activity, negative = active, usual class: inhibitors; HeLa A3G-eYFP + Vif (tagged APOBEC3G with the HIV-1 protein that degrades it), YFP fluorescence, overnight;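 note: potency is the fitted concentration of half-maximal effect; % is set by controls: 0 for no effect and ±100 for the full control effect; nearly all actives have a fitted effect of over 60% in size; hits raise eYFP signal because A3G escapes Vif-driven loss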
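HeLa cells stably expressing Vif and C-terminally eYFP-tagged A3G, seeded overnight at 37 deg C, then exposed to compound by pintool overnight at 37 deg C. Rise in yellow fluorescence (Ex 488/Em 500-530, Acumen) marks blocked Vif-driven A3G degradation.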
RXFP1 agonist = qHTS Assay for Agonists of the Relaxin Receptor RXFP1; Relaxin receptor 1 (Homo sapiens), Q9HBX9; HEK293T-RXFP1 cAMP TR-FRET, 30 min; response scale: percent of porcine relaxin response, buffer zero; Potency, µM (titrated, usually from 57.5 µM), inactives show at the top dose activation, most hits filed as activators; hit rate 0.3% among 370,000; AID 2676, 2010; note: potency is the fitted concentration of half-maximal effect; % is set by controls: 0 for no effect and ±100 for the full control effect; nearly all actives have a fitted effect of over 60% in size; many of its hits are not listed in these tables
Target sequence (Q9HBX9 whole entry, looked up): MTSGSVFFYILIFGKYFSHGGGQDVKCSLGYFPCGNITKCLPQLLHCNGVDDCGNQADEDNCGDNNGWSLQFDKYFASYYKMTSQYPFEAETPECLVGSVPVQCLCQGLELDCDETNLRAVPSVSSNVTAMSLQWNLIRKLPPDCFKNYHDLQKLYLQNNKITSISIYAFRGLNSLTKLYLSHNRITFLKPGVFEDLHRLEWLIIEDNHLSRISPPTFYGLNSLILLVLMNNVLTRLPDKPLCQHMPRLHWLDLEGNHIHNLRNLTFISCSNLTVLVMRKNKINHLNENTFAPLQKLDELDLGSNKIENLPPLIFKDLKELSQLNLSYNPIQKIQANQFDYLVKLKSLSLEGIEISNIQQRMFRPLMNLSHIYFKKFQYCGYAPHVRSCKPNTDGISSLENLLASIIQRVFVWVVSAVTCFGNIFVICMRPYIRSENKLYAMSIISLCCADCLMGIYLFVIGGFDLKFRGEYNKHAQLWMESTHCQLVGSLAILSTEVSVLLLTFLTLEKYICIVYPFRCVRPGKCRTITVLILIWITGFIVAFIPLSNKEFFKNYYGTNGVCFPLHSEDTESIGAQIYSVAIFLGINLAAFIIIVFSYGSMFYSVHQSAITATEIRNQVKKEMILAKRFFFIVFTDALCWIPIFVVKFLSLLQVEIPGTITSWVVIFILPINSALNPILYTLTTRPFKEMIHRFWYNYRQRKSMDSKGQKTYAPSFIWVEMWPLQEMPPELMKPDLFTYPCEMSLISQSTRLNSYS
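HEK293 cells stably expressing RXFP1, treated 30 min at 37C with compounds plus PDE4 inhibitor Ro 20174; cAMP measured by HTRF TR-FRET. Normalized to buffer and 29 nM porcine relaxin; EC50 by Hill fit.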
GRP78 ERSR act = qHTS for Inducers of the Endoplasmic Reticulum Stress Response (ERSR) in Human Glioma: qHTS; U87-MG GRP78 promoter luciferase reporter, 16 h; hit rate 0.02% among 420,000; Potency, µM, inactives show at the top dose activation, usual class: activators; AID 602332, 2012; note: potency is the fitted concentration of half-maximal effect; series mostly up to about 76 µM; % of control where 0% means no effect; nearly all actives have a fitted effect of over 35% in size
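Stably transfected U87-MG glioma cells carrying a GRP78-based luciferase sensor; 16 h compound incubation. Luminescence end-point read 10 min after Bright-Glo addition at room temperature.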
D2 potentiator = HTS Assay for Positive Allosteric Modulators of the Human D2 Dopamine Receptor: Primary Screen for Potentiators | D(2) dopamine receptor (Homo sapiens), P14416 | hit rate 0.34% among 340,000 | HEK293 T-REx D2, calcium flux, EC20 dopamine potentiation | potentiation, % at 10 µM;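 active = potentiation over 3 SD above the plate norm, cut at about 30% in these data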; note: 0% is about no effect
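Tetracycline-induced HEK293 T-REx cells force-coupled to calcium signalling expressed D2; compounds were pin-added after a 10 s baseline, read kinetically 180 s, then an EC20 dopamine challenge followed with a further 180 s calcium read.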
RXFP1 antagonist = qHTS Assay for Antagonists of the Relaxin Receptor RXFP1; Relaxin receptor 1 (Homo sapiens), Q9HBX9; HEK293-RXFP1, relaxin-stimulated cAMP HTRF, 30 min; stronger effect = lower value; activity change, negative = inhibition, % at 57.5 µM; hit rate 0.59% among 350,000; AID 1259400, 2018;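 active = activity change of -60% or lower, but not beyond a set lower limit; inconclusive = change between -60% and -40%, or beyond the set limit; inactive = change above -40%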; note: % is set by controls: 0 for no effect and ±100 for the full control effect
D1 agonist = Allosteric Agonists of the Human D1 Dopamine Receptor: qHTS | D(1A) dopamine receptor (Homo sapiens), P21728 | HEK293 T-REx D1 cells, calcium flux, agonist mode | activation, % at 2 µM | hit rate 1% among 360,000; in the data active = activation above about 30%; note: 0% is about no effect
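Agonism was scored from calcium flux recorded over 180 s (1 read/s) after pintool compound addition, following a 10-cycle baseline. Cells were inducible force-coupled HEK293 TREx D1, plated overnight at 30 C and loaded with no-wash calcium dye.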
D1 antag = Antagonist of Human D 1 Dopamine Receptor: qHTS; D(1A) dopamine receptor (Homo sapiens), P21728; HEK293 TREx D1 cells, calcium flux, dopamine EC80; stronger effect = lower value; activity change, negative = inhibition, % at 10 µM; hit rate 3.2% among 360,000; AID 504652, 2011; in the data active = activity change below about -30%; note: % is set by controls: 0 for no effect and ±100 for the full control effect
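Using tetracycline-induced force-coupled D1 Hek293 cells and a calcium dye, signals were followed for 180 s after compound, then for 180 s after EC80 dopamine, to detect inhibitors.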
Vif-A3F inh = qHTS for Inhibitors of Vif-A3F Interactions: qHTS | HeLa A3F-eYFP + Vif (tagged APOBEC3F with the HIV-1 protein that degrades it), YFP fluorescence increase | Potency, µM (doses to about 46.1 µM), for the others: at the highest dose activity, negative = active | hit rate 0.2% among 390,000 | AID 602313, 2012; note: potency is the fitted concentration of half-maximal effect; % of control where 0% means no effect; nearly all actives have a fitted effect of over 65% in size
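HeLa cells stably expressing A3F-eYFP plus Vif, plated and incubated overnight at 37 deg C, then exposed to compounds overnight at 37 deg C. Blocked degradation read as raised yellow fluorescence (Ex 488/Em 500-530).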
Numbers without * were called inactive; ? = inconclusive; . = not tested or not shown. Unless noted, calls come from the whole dose curve; as a rule, active = well fitted curve in the direction sought with a large enough effect; inconclusive = small, poorly fitted or top-dose-only effect, or another doubt; inactive = no such curve, though single readings can be large; an effect the other way counts as inactive or inconclusive.

SMILES | D1 PAM | Vif-A3G inh | RXFP1 agonist | GRP78 ERSR act | D2 potentiator | RXFP1 antagonist | D1 agonist | D1 antag | Vif-A3F inh
CC1=C(C(=O)Nc2ccccc2C)C(c2ccc(C)o2)n2c(s/c(=C/c3ccccc3)c2=O)=N1 (stereo not drawn) | -8 | -5% | -3.7% | -2% | 15 | -18 | 6 | -8 | ?
CCc1ccc(NC(=O)Cn2c(=O)n(CC3CCCO3)c(=O)c3cc(OC)c(OC)cc32)cc1 (stereo not drawn) | -2 | -1% | 0.2% | 0% | 4 | . | -1 | 5 | -6%
Cc1nn(C)cc1CNC(=O)c1cccc(Br)c1 | 0 | 1% | -1.6% | -6% | 14 | 9 | 2 | -5 | -17%
O=c1cc2nc(-c3cccs3)nc(SCCOc3ccc(Cl)cc3)n2[nH]1 | 1 | 3% | -0.1% | 0% | . | -6 | 6 | -12 | 0%
O=C(Nc1ccn(Cc2c(F)c(F)cc(F)c2F)n1)c1ccc(COc2cc(Cl)ccc2Cl)o1 | -4 | -2% | 1.0% | -5% | -15 | -5 | 3 | 12 | 2%
O=C(Nc1cccn(Cc2c(Cl)cccc2Cl)c1=O)c1ccc(Cl)cc1 | . | 4% | 2.0% | 0% | . | -10 | . | . | -1%
COc1ccc(C(=O)N2CCOC2CNC(=O)C(=O)NCc2ccccc2Cl)cc1 (stereo not drawn) | -2 | -6% | 0.0% | -4% | . | -5 | 0 | 7 | -7%
CCc1ccccc1NC(=O)Nc1c[nH]c(=O)[nH]c1=O | 0 | -1% | -0.2% | 1% | 0 | -12 | 0 | 12 | 2%
CCCCCCc1cc2cc(/C(N)=N/NC(=O)c3ccncc3)c(=O)oc2cc1O | -1 | -7% | 0.9% | -3% | 14 | . | 114* | . | ?
CN(C)NC(=O)C12CCC(C)(C(=O)O1)C2(C)C (stereo not drawn) | -1 | 2% | -1.2% | 0% | -10 | 12 | 4 | 34 | 0%
O=C(COc1ccc2c3c(c(=O)oc2c1)CCC3)NC(Cc1ccc(Cl)cc1)C(=O)O (stereo not drawn) | 2 | 0% | -3.5% | -3% | -9 | . | 1 | -12 | 4%
COc1cc(C)c(NC(=O)C(=S)N2CCCC2)cc1C | 0 | 3% | -0.7% | 0% | 6 | -3 | -1 | 3 | ?
CCOc1ccc(OCCC(=O)OCC(=O)NC(C)c2ccccc2)cc1 (stereo not drawn) | 1 | 1% | 0.5% | -2% | 6 | -5 | 3 | 4 | -24%
COc1ccc(NC(=O)CN(C)C(=O)Cc2coc3cc(C)c(C)cc23)cc1 | -5 | 3% | 0.1% | -4% | 5 | -13 | 4 | -2 | -15%
CC1CCCN(C(=O)COC(=O)COc2ccc(C#N)cc2)C1 (stereo not drawn) | . | 0% | . | -4% | . | 3 | . | . | -2%
O=C(NCc1ccc(Cl)cc1)C1(c2cccs2)CCOCC1 | 10 | -4% | 0.7% | -2% | 12 | . | -4 | . | 0%
COc1ccc(C(=O)N2CCN(CCNC(=O)C(=O)Nc3ccc(Br)cc3)CC2)cc1 | -5 | 0% | -1.6% | -1% | 14 | 2 | 3 | -24 | -4%
CN(C)C(=O)c1ccc(NC(=O)COC(=O)CCN=C2NS(=O)(=O)c3ccccc32)cc1 | . | 4% | . | -5% | . | 1 | . | . | 1%
CCN(CC)S(=O)(=O)c1cccc(NC(=O)COc2ccc(F)cc2Br)c1 | -2 | 2% | 2.5% | -8% | . | 3 | 15 | -13 | -19%
COc1ccc(-n2c(Cn3nnc4ccccc43)nnc2SCC(=O)O)cc1 | -2 | 1% | 6.1% | -2% | 8 | 10 | 5 | -1 | 3%
COCc1nnc(NC(=O)c2ccc(NC(C)=O)cc2)s1 | -1 | -1% | -0.3% | 2% | -6 | 1 | 0 | -13 | 0%
C(=N\Nc1nc2ccccc2[nH]1)/C1CCCCC1 | -1 | -2% | 0.4% | 1% | -2 | -21 | 2 | 3 | -27%
O=C(Nc1ccc(-n2cnnn2)cc1)C1CCCCC1 | -8 | 1% | 0.2% | -2% | 4 | -4 | 1 | -3 | -4%
CCCCn1nnnc1SCC(=O)Nc1cccc(C)c1 | -1 | 1% | 3.4% | -1% | . | 0 | 1 | -9 | -1%
Cc1cccc(/C(N)=N/OC(=O)N2CCOCC2)c1 | -4 | ? | 0.7% | 8% | -2 | -24 | 1 | 4 | -10%

Brought forward from above: 3 compounds, followed by the next part.
SMILES | D1 PAM | Vif-A3G inh | RXFP1 agonist | GRP78 ERSR act | D2 potentiator | RXFP1 antagonist | D1 agonist | D1 antag | Vif-A3F inh
O=C(Nc1ccc(-n2cnnn2)cc1)C1CCCCC1 | -8 | 1% | 0.2% | -2% | 4 | -4 | 1 | -3 | -4%
CCCCn1nnnc1SCC(=O)Nc1cccc(C)c1 | -1 | 1% | 3.4% | -1% | . | 0 | 1 | -9 | -1%
Cc1cccc(/C(N)=N/OC(=O)N2CCOCC2)c1 | -4 | ? | 0.7% | 8% | -2 | -24 | 1 | 4 | -10%
COc1ccc(NS(=O)(=O)c2ccc(F)cc2F)cn1 | -2 | 0% | -0.2% | -3% | -5 | -3 | 1 | 3 | -1%
O=C(COC(=O)c1cc(Br)ccc1O)NC12CC3CC(CC(C3)C1)C2 | . | 0% | . | -2% | . | -6 | . | . | -2%
COc1cccc(-c2csc(N3CCN(C(=O)Nc4ccccc4OC)CC3)n2)c1 | -3 | -1% | -3.4% | 0% | 2 | 11 | 0 | 10 | -1%
O=C(CN1CCN(S(=O)(=O)c2ccc(Cl)cc2)CC1)NCc1cccs1 | -3 | -6% | -0.8% | -3% | . | -8 | 1 | -10 | -12%
O=C(CN1C(=O)C2(OCCO2)c2ccccc21)c1ccc(Cl)cc1 | 0 | 7% | -0.4% | -4% | -1 | -1 | -1 | 15 | 0%
COc1nc(-c2ccccc2)nc(C)c1CC(=O)O | -4 | 0% | -2.4% | -7% | 5 | 6 | 2 | -3 | 13%
CCOC(=O)c1cc2c(=O)n3ccccc3nc2n(CCCOC)c1=NC(=O)C(C)Oc1ccccc1 (stereo not drawn) | 1 | -1% | 6.7% | -3% | -3 | . | 0 | -1 | 3%
CCOC(=O)Nc1ccc(S(=O)(=O)N2CCC(C)CC2)cc1 | -4 | -8% | 0.3% | -6% | . | -28 | 2 | . | -10%
c1ccc(OCCN2CCN(C(c3ccccc3)c3ccccc3)CC2)cc1 | -1 | -1% | 1.0% | 1% | -16 | -14 | 7 | 15 | -13%
CSc1nn(Cc2ccc(F)cc2)c(N(C(C)=O)C(C)=O)c1S(=O)(=O)c1ccccc1 | 1 | -6% | 7.2% | -4% | 8 | . | 0 | -1 | 0%
CN(C)S(=O)(=O)N1CCC(Oc2cccc(C(=O)N3CCCCCC3)c2)CC1 | -5 | 1% | 0.7% | -1% | 4 | -9 | 7 | -15 | -6%
CC1(C)Cc2c(C#N)c(OCC(=O)c3ccc(Cl)cc3)nc(-c3ccoc3)c2CO1 | 5 | -2% | -0.7% | -5% | 18 | -1 | 1 | 0 | -2%
CCOc1ccc2nc(N(CCCN(C)C)C(=O)c3ccc4c(c3)CCCC4)sc2c1 | -10 | 8% | 1.4% | -6% | 5 | -24 | 24 | -25 | 1%
COc1ccc(NC(=O)CN(C)S(=O)(=O)c2cccc3cccnc23)cc1 | 11 | 1% | -0.8% | -2% | 0 | . | 2 | -9 | -7%
CCCNC(=O)c1nc(C)n(-c2cc(Cl)cc(Cl)c2)n1 | 5 | -4% | 2.6% | -6% | 6 | -14 | 1 | 7 | 0%
O=C(O)CCCCCNC(=O)c1cccc(Br)c1 | -2 | 0% | 0.5% | -4% | 3 | 19 | 8 | -13 | 0%
C/C(=N\NC(=O)c1ccc(Cl)cc1)c1ccc(Br)s1 | -3 | 1% | -1.9% | -3% | -12 | -15 | 3 | 0 | 10%
COc1ccc(NC(=O)COc2ccccc2C(N)=O)cc1S(=O)(=O)N1CCCCC1 | . | 2% | . | -5% | . | 9 | . | . | -7%
C/C(CC(=O)Nc1ccc(Cl)cc1C(F)(F)F)=N\NC(N)=S | 3 | -4% | 2.6% | 3% | . | 9 | 1 | -3 | ?
CC(=O)Nc1cccc(NC(=O)CSc2nc3ccccc3o2)c1 | -3 | -4% | -0.5% | -2% | 3 | -4 | 13 | 3 | 4%
Cc1nc(N)sc1-c1csc(Nc2ccc(Cl)cn2)n1 | -5 | 5% | 0.5% | 3% | 4 | -14 | -1 | 3 | -9%
CC(OC(=O)Cn1[nH]c(=O)c2ccccc2c1=O)C(=O)Nc1ccc(Cl)cn1 (stereo not drawn) | 3 | 0% | 1.1% | -4% | . | -8 | 1 | 4 | -2%
O=C(CSc1nc(=O)n(CCCN2CCOCC2)c2c1CCCC2)Nc1ccccc1Cl | 14 | 0% | 0.1% | 7% | -6 | -3 | 0 | 31 | 5%
Cc1ccc2nc(-c3ccc(N4C(=O)CC(N5CCN(CCO)CC5)C4=O)cc3)sc2c1 (stereo not drawn) | -4 | -1% | -0.5% | 0% | -15 | -24 | 5 | -36* | -8%
COc1ccc(CNC(=O)C2CCN(c3nnc(-n4c(C)ccc4C)s3)CC2)c(OC)c1 | -3 | . | -1.0% | . | 1 | -10 | -1 | -2 | .
O=S(=O)(NC1CCCCC1)c1ccc(Br)s1 | -4 | 2% | -1.2% | 2% | 11 | -34 | 3 | 1 | 3%
COc1cc(C(=O)N2CCC(C(N)=O)CC2)ccc1OCc1c(C)noc1C | . | 2% | . | -2% | . | -8 | . | . | -2%
O=C(NCCc1cccc(Cl)c1)c1ccc(Cl)c([N+](=O)[O-])c1 | -16 | -3% | -0.1% | 11% | -22 | ? | 3 | -14 | -8%
C=CCn1c(SCC(N)=O)nnc1-c1cccc(Br)c1 | 2 | -2% | 0.5% | -1% | 12 | 0 | 1 | 3 | 2%

Not all compounds are listed (hit frequency here may not be typical).
